Screens from PubChem BioAssay.
Rpn11 inh: Rpn11 (human) deubiquitinase inhibition; actives 0.59% (n = 360,000); calls only at 20 µM; human 26S proteasome, Ub4-pepOG fluorescence polarization; 20S core pre-blocked with epoxomicin; AID 588493;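 active = inhibition at 20 µM, scaled to each plate's controls, above about 33%, limit read from the data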
Target sequence (O00487 whole entry, looked up): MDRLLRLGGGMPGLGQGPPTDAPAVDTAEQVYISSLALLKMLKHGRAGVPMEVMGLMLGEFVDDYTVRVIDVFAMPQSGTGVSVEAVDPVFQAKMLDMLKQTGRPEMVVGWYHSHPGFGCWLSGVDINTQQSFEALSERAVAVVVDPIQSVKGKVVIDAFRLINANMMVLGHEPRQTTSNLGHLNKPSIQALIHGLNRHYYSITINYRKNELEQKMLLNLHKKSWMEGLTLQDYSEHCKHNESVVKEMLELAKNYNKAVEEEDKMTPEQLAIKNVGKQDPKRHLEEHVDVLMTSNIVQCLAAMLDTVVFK
SKN-1 inh: blocks SKN-1 activity in C. elegans; C. elegans VP596 Pgst-4::GFP/RFP ratio, acrylamide-induced, 24 h; inhibition, % at 21.8 µM; actives 0.49% (n = 360,000); AID 624304;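 active = interference check ratio from 0.5 to 1.5 plus GFP to RFP signal ratio inhibition reaching or exceeding a fixed threshold, cut at about 30% in these data, passing the limit was not always enough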; note: some compounds called inactive have numbers as strong as hits
STEP block: STEP (human) phosphatase inhibition. AID 588621. P54829. recombinant STEP, OMFP fluorogenic substrate, fluorescence. actives 0.25% (n = 360,000). inhibition, % at 20 µM;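 active = inhibition at 20 µM, scaled per plate between control wells, above about 37%, limit read from the data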;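 note: 0% = DMSO with enzyme and substrate and 100% = substrate only without enzyme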
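Also added – OMFP at 25 µM · Test system – STEP tyrosine phosphatase · Technique – FITC-channel fluorescence of OMFP product · Schedule – 20 min at room temperature, dark · Evaluation – control-normalized % inhibition with plate pattern correction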
DNMT1 block: inhibitors of human DNMT1; DNMT1 molecular beacon, Hinp1I cleavage, fluorescence; inhibition (reported as % activation of signal), % at 10 µM; actives 0.83% (n = 360,000); AID 588458; in the data active = inhibition above about 50%
Scp-1 inhibitor: inhibitors of human Scp-1 phosphatase | Q9GZU7 | Recombinant Scp1, phosphopeptide, malachite green phosphate absorbance | inhibition, % at 20 µM | actives 0.88% (n = 340,000) | AID 493091;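 active = inhibition above about 50% at 20 µM, limit read from the data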;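 note: plate controls were DMSO wells with enzyme for no effect and wells lacking enzyme for full effect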
Target sequence (Q9GZU7 76-261 limits assumed): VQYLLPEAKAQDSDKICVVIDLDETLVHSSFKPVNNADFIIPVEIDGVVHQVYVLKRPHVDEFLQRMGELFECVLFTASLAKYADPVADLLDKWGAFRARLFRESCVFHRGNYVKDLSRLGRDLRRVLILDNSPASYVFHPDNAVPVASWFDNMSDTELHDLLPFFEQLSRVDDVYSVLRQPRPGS
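Assay system: SCP-1 catalytic fragment, aa 76-261 | Buffer or medium: Tris acetate buffer pH 5.5 with MgCl2 and Tween-20 | Compound: One concentration, 20 µM, with 1.0% DMSO | Also added: Phospho 17-mer peptide substrate | Signal: Absorbance at 630 nm | Incubation: 45 min enzyme reaction at room temperature | Measure: % inhibition of SCP-1 phosphate liberation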
MT1-MMP act inh: MT1-MMP (human) activation inhibition. actives 0.061% (n = 360,000). P50281. GFP/RFP ratio change, % at 20 µM. HT1080 RFP-PRO-GFP cells, GFP/RFP ratio fluorescence, overnight; percent of plate control window, DMSO zero;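 active = GFP/RFP ratio change of at least 30% with cell ATP level not reduced by more than half and red fluorescence within 50% of control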; note: strong numbers were not always called active
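Material: RFP-PRO-GFP reporter HT1080 cells. Dosing: single-point 20 µM compound, 1% DMSO. Controls: DMSO and RFP-L50D-GFP cell wells. Timing: cells overnight before dosing, compound overnight, 37 °C, 5% CO2. Measure: GFP/RFP fluorescence ratio.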
CendR NRP1 mod: alters CendR peptide binding to human NRP-1 | AID 602438 | inhibition, % at 25 µM | actives 0.85% (n = 360,000) | O14786 | FAM-RPARPAR peptide binding to NRP-1, fluorescence polarization;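 active = inhibition or corrected inhibition above about 18%, plus a signal ratio from 0.5 to 1.5, limit read from the data, passing the limit was not always enough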; note: strong numbers were not always called active
NadD block: NadD (S. aureus) enzyme inhibition | AID 602399 | inhibition, % at 20 µM | purified NadD enzyme, colorimetric absorbance read-out | actives 0.78% (n = 360,000); in the data active = inhibition above about 26%; note: some compounds past the cut are filed as inactive
LMPTP inh: LMPTP (human) inhibition. P24666. recombinant LMPTP-A, OMFP fluorogenic substrate, fluorescence intensity. inhibition, % at 20 µM. actives 0.22% (n = 360,000);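 active = compounds that cut the enzyme signal by at least half of the control window in the single-dose screen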;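 note: plate controls were DMSO wells with enzyme plus substrate for no effect and substrate without enzyme for full effect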
Target sequence (P24666 whole entry, looked up): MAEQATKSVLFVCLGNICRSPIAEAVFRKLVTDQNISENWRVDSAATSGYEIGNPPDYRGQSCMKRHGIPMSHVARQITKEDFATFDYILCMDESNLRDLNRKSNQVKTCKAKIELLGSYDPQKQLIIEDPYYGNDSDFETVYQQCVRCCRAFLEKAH
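Assay system: LMPTP-A, protein tyrosine phosphatase of low molecular weight / Medium: pH 6.0 Bis-Tris buffer with DTT and Triton X-100 / Schedule: 50 min enzyme reaction at room temperature, protected from light / Measured by: endpoint fluorescence intensity from OMFP dephosphorylation / Read-out basis: % inhibition relative to no-enzyme and uninhibited control wells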
SUMO1 PPI mod: modulators of human SUMO1-mediated protein-protein interactions | P63165 | SUMO1 binding to a labelled peptide, TR-FRET, 1 h | inhibition, % at 20 µM | actives 0.33% (n = 360,000); in the data active = inhibition above about 37%
Target sequence (P63165 whole entry, looked up): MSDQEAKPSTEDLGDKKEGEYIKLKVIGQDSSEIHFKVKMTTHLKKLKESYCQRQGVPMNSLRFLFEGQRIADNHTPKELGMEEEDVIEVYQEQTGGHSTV
* = called active by the depositor; i = inactive; nt = not tested or not shown.

Letters – A = Rpn11 inh; B = SKN-1 inh; C = STEP block; D = DNMT1 block; E = Scp-1 inhibitor; F = MT1-MMP act inh; G = CendR NRP1 mod; H = NadD block; I = LMPTP inh; J = SUMO1 PPI mod
canonical_smiles: O=C(Cn1cncn1)N1CCN(c2ccc(F)cc2)CC1
  A: i	B: -3.1	C: -4.3	D: 0.2	E: -9.1	F: -4.5	G: 3.5	H: -2.0	I: -1.0	J: -0.2
canonical_smiles: Cc1ccc(N(CCC#N)C(=O)COC(=O)c2ccccc2SCC(=O)N2CCCC2)cc1
  A: i	B: 10.2	C: 0.3	D: -3.2	E: -4.2	F: -1.5	G: -8.6	H: 9.1	I: -6.9	J: -28.1
canonical_smiles: COc1ccc(NS(=O)(=O)c2ccc(C)c(C(=O)N3CC(C)OC(C)C3)c2)cc1 (configuration not stated)
  A: i	B: 7.6	C: 0.0	D: 2.4	E: 7.4	F: 2.2	G: -1.9	H: -5.8	I: -0.5	J: 0.7
canonical_smiles: CC[C@]12c3[nH]c4ccc(OC)cc4c3CCN1C(=O)C(CC(=O)NCCCN(C)C)C[C@@H]2C(=O)N1CCN(C(=O)c2ccco2)CC1 (some centres not stated)
  A: i	B: -4.0	C: 4.5	D: 3.5	E: 3.9	F: 3.7	G: 2.2	H: -6.3	I: -10.2	J: -22.6
canonical_smiles: COC(=O)C(Cc1ccccc1)NC(=O)CCNC(=O)c1ccc(Br)cc1 (configuration not stated)
  A: i	B: 11.8	C: 2.1	D: -0.9	E: 3.1	F: 3.0	G: 8.1	H: 5.6	I: 0.7	J: 2.6
canonical_smiles: NC(=O)N1OCC2COc3ccc4ccccc4c3C21 (configuration not stated)
  A: i	B: 1.0	C: -2.1	D: 4.8	E: 1.0	F: 0.7	G: -1.7	H: -3.3	I: -1.4	J: -1.5
canonical_smiles: Cc1ccc(Nc2nc(-c3cccnc3)cs2)cc1Cl
  A: i	B: 12.6	C: -2.2	D: 0.2	E: -2.4	F: -1.6	G: 5.4	H: -3.5	I: 1.5	J: 4.2
canonical_smiles: COCCNC(=O)CS(=O)Cc1nc(-c2ccccc2C)oc1C (configuration not stated)
  A: i	B: -0.5	C: -2.0	D: -0.7	E: -1.2	F: 0.2	G: 1.3	H: -4.6	I: -2.0	J: 6.4
canonical_smiles: CN(C)CCNc1nc2sc3c(c2c(=O)n1-c1ccccc1)CCCCC3
  A: i	B: 3.2	C: 2.3	D: 2.4	E: -6.6	F: -0.5	G: -6.3	H: -5.6	I: -2.1	J: 0.3
canonical_smiles: O=C(Nc1ccccc1)Nc1ccc(Nc2ccccc2)cc1
  A: i	B: -6.5	C: -3.6	D: 5.0	E: -10.7	F: 7.2	G: 12.3	H: 1.6	I: 0.6	J: -5.1
canonical_smiles: NC(=S)N/N=C1\CC(c2ccc3c(c2)OCCCO3)Oc2ccc(F)cc21 (configuration not stated)
  A: i	B: -1.9	C: -0.7	D: -13.7	E: -0.8	F: -4.8	G: -2.7	H: 5.7	I: 1.4	J: -16.7
canonical_smiles: N#Cc1ccc(-c2cccc3nccn23)cc1
  A: i	B: 1.8	C: 1.9	D: 1.7	E: nt	F: 2.3	G: -7.2	H: -1.7	I: 0.2	J: -18.4
canonical_smiles: Cc1c(Br)c([N+](=O)[O-])nn1C(C)C(=O)Nc1c(C)n(C)n(-c2ccccc2)c1=O (configuration not stated)
  A: i	B: 14.3	C: 5.8	D: 5.1	E: -5.9	F: 6.1	G: -0.8	H: -0.6	I: -0.5	J: -6.0
canonical_smiles: Nc1[nH]c(=O)[nH]c(=O)c1N=Nc1ccc(C(=O)O)cc1
  A: i	B: -2.3	C: -1.8	D: -1.6	E: -12.8	F: 4.9	G: 7.1	H: 1.1	I: 0.3	J: -20.2
canonical_smiles: O=C(CCCNC(=O)c1ccc(Cl)cc1)Nc1ccc(Br)cc1
  A: i	B: 1.7	C: -2.4	D: -1.1	E: 10.0	F: 1.6	G: 2.5	H: -7.8	I: 2.1	J: -0.9
canonical_smiles: CC(C)C[C@H](NC(=O)C1CC(=O)N(c2ccc3c(c2)OCO3)C1)C(=O)NC1CCCC1 (some centres not stated)
  A: i	B: 8.9	C: -1.8	D: 6.9	E: 3.1	F: -7.9	G: 13.0	H: 4.5	I: -0.6	J: -5.3
canonical_smiles: COCCn1c(C)cc(C(=O)CSc2nc3ccccc3s2)c1C
  A: i	B: -2.5	C: -0.6	D: -11.2	E: 0.1	F: -3.7	G: -1.7	H: 0.0	I: 1.2	J: -3.0
canonical_smiles: CCOC(=O)c1cc(-c2cc(OC)c(OC)c(OC)c2)nc2c1c(=O)[nH]c(=O)n2Cc1ccccc1
  A: i	B: 5.8	C: 3.6	D: -4.3	E: -6.0	F: 9.0	G: 10.6	H: 1.8	I: 1.3	J: 7.7
canonical_smiles: O=C(Cc1cccs1)NCc1cccnc1
  A: i	B: 1.1	C: 3.1	D: -10.3	E: 8.7	F: 1.6	G: -2.5	H: -1.2	I: -0.1	J: 4.2
canonical_smiles: COc1ccccc1CNc1nc(NC(C)C)nc2cc(-c3ccccc3)sc12
  A: i	B: -3.7	C: 24.4	D: -8.7	E: nt	F: 13.0	G: -8.9	H: 18.2	I: 8.3	J: 0.6
canonical_smiles: O=C(Nc1nnc(-c2ccc(Cl)cc2)o1)c1ccccc1Br
  A: i	B: -8.0	C: -2.0	D: 0.0	E: -16.1	F: 7.7	G: -10.0	H: 9.6	I: -0.4	J: 16.9
canonical_smiles: Cc1cccnc1NC(=O)CNC(=O)C1CCCCC1
  A: i	B: 3.2	C: -3.6	D: 3.6	E: -9.3	F: -2.0	G: 1.4	H: 6.8	I: -8.6	J: -8.4

Structural class, the entries above containing a halogen (7)
Letters – A = Rpn11 inh; B = SKN-1 inh; C = STEP block; D = DNMT1 block; E = Scp-1 inhibitor; F = MT1-MMP act inh; G = CendR NRP1 mod; H = NadD block; I = LMPTP inh; J = SUMO1 PPI mod
canonical_smiles: O=C(Cn1cncn1)N1CCN(c2ccc(F)cc2)CC1
  A: i	B: -3.1	C: -4.3	D: 0.2	E: -9.1	F: -4.5	G: 3.5	H: -2.0	I: -1.0	J: -0.2
canonical_smiles: COC(=O)C(Cc1ccccc1)NC(=O)CCNC(=O)c1ccc(Br)cc1 (configuration not stated)
  A: i	B: 11.8	C: 2.1	D: -0.9	E: 3.1	F: 3.0	G: 8.1	H: 5.6	I: 0.7	J: 2.6
canonical_smiles: Cc1ccc(Nc2nc(-c3cccnc3)cs2)cc1Cl
  A: i	B: 12.6	C: -2.2	D: 0.2	E: -2.4	F: -1.6	G: 5.4	H: -3.5	I: 1.5	J: 4.2
canonical_smiles: NC(=S)N/N=C1\CC(c2ccc3c(c2)OCCCO3)Oc2ccc(F)cc21 (configuration not stated)
  A: i	B: -1.9	C: -0.7	D: -13.7	E: -0.8	F: -4.8	G: -2.7	H: 5.7	I: 1.4	J: -16.7
canonical_smiles: Cc1c(Br)c([N+](=O)[O-])nn1C(C)C(=O)Nc1c(C)n(C)n(-c2ccccc2)c1=O (configuration not stated)
  A: i	B: 14.3	C: 5.8	D: 5.1	E: -5.9	F: 6.1	G: -0.8	H: -0.6	I: -0.5	J: -6.0
canonical_smiles: O=C(CCCNC(=O)c1ccc(Cl)cc1)Nc1ccc(Br)cc1
  A: i	B: 1.7	C: -2.4	D: -1.1	E: 10.0	F: 1.6	G: 2.5	H: -7.8	I: 2.1	J: -0.9
canonical_smiles: O=C(Nc1nnc(-c2ccc(Cl)cc2)o1)c1ccccc1Br
  A: i	B: -8.0	C: -2.0	D: 0.0	E: -16.1	F: 7.7	G: -10.0	H: 9.6	I: -0.4	J: 16.9
